Compound activity: PubChem BioAssay, several laboratories
CaV13 FRET inh – Primary screen for inhibitors of IQ motif and Ca2+-dependent inactivation inhibitor domain binding in CACNA1D, Förster resonance energy transfer in living cells, …. 340,000 compounds, 0.098% hits. HEK cells, CFP/YFP FRET ICDI-IQ, plate reader, 10 min; percent FRET-ratio fall versus neutral wells. inhibition, % at 12.3 µM. AID 743397;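 active = mean replicate inhibition of at least 30% and at least 1% of replicates passing that level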;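 note: 0% = median of the neutral control wells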
PDI turbidity – blocks human protein disulfide isomerase activity | PDI insulin aggregation turbidity, A650, 90 min | inhibition, % at 10 µM | 350,000 compounds, 0.052% hits;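 active = mean inhibition across replicates of 30% or more, whatever share of single replicates reach that level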;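 note: absorbance from insulin aggregation driven by PDI reduction with DTT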
Glyco luc inh – blocks N-linked glycosylation in D54 reporter cells; D54 ERlucT glycosylation luciferase reporter, 24 h; percent of 100 nM tunicamycin response; reporter increase, % at 12.5 µM; 360,000 compounds, 0.23% hits; AID 588692;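 active = mean luciferase reporter signal, scaled so untreated is 0 and the glycosylation-blocking control 100, at or above a set limit in every replicate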;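 note: luciferase carries N-glycosylation sites so blocking glycosylation raises the light; 0% = median of neutral control wells and 100% = median of 100 nM tunicamycin wells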
MC4R antagonist – blocks human MC4R cAMP signaling; P32245; MC4R-expressing cells, MTII-stimulated cAMP, LANCE TR-FRET; inhibition, % at 6.5 µM; 360,000 compounds, 0.48% hits; AID 540295;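 active = inhibition above its plate's cutoff, the mean of tested wells on that plate plus 3 SD, cut at about 29% in these data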;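 note: 0% = Melanotan II alone and 100% = Melanotan II plus saturating MCL0020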
Target sequence (P32245 whole entry, looked up): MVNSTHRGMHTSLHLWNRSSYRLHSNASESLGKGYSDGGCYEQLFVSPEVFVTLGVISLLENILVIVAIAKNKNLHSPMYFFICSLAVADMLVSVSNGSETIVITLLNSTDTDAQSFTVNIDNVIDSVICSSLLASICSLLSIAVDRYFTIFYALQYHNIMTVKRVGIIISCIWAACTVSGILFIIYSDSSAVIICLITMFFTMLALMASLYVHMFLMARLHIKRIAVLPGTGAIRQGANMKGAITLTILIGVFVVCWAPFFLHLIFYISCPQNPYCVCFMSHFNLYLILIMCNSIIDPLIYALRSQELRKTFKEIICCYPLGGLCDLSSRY
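Assay system: U2OS cells stably expressing human melanocortin 4 receptor (MC4R) / Dosing: 6.5 µM / Timing: compound 30 min, challenge 1 h, detection 1 h / Measured by: Eu-cAMP/anti-cAMP TR-FRET, emission 671 nm / Replicates: singlicate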
MC4R barr agon – agonists of human melanocortin 4 receptor (MC4R) beta-arrestin; P32245; U2OS MC4R beta-arrestin complementation, luminescence; percent of melanotan II response, DMSO zero; activation, % at 8.9 µM; 360,000 compounds, 0.98% hits; AID 540308;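 active = activation above a per-plate cutoff, the mean activation of sample wells on that plate plus 3 SD, cut at about 8% in these data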
aDG glyco act – increases alpha dystroglycan glycosylation. activation, % at 10 µM. 360,000 compounds, 0.22% hits. Pro5-aDG cells, alpha-DG glycosylation AlphaScreen (IIH6); 0% Pro5, 100% B10-LARGE cell signal;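 active = activation of at least 8% versus controls, or a plate z-score of at least 8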;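 note: Pro5 are CHO cells carrying HIG-tagged alpha-DG that lacks glycosylation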
Vif imaging – blocks HIV Vif function | HEK293T cells, Vif self-association by quenched fluorescence, imaging, 24 h | inhibition, % at 7.49 µM | 340,000 compounds, 0.35% hits; in the data active = inhibition above about 50%, passing the limit was not always enough; note: some results filed as inactive read as strong as hits
ABCB6 inh MLPCN – blocks the human ABCB6 transporter; K562-ABCB6 porphyrin accumulation, flow cytometry, 1 h; stronger effect = lower value; AID 602162; fluorescence ratio to DMSO, % at 10 µM; 360,000 compounds, 0.19% hits;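 active = fluorescence ratio to DMSO below 75%, the collection mean minus 3 SD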;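 note: signal is porphyrin accumulated inside mitochondria; 100% equals median channel fluorescence of DMSO control wells; lower ratio means ABCB6 inhibition with less porphyrin fluorescence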
m5-HT2A agonist – activates the mouse 5-HT2A serotonin receptor; P35363; activation, % at 7.6 µM; CHO-K1 mHTR2A beta-arrestin complementation, luminescence; percent of 30 µM serotonin response; 360,000 compounds, 0.66% hits;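 active = activation above a run cutoff, the mean activation of all tested compounds plus 3 SD, cut at about 14% in these data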;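 note: 0% = plate median of compound wells and 100% = 30 µM serotonin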
Target sequence (P35363 whole entry, looked up): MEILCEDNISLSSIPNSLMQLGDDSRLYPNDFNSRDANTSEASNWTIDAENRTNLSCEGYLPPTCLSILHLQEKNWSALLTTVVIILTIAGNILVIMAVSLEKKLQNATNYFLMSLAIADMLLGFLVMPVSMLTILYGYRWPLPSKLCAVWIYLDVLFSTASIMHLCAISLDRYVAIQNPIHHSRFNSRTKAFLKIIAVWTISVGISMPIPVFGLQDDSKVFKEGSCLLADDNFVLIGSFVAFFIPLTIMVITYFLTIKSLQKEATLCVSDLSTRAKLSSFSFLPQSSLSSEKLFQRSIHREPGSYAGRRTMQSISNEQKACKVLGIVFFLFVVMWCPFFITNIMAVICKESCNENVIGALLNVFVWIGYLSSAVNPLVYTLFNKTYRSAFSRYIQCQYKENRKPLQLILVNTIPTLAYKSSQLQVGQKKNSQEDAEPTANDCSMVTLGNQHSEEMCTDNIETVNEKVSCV
H9c2 protect – myocardial damage modulation in H9c2 cells; 360,000 compounds, 0.63% hits; H9c2 cardiomyocytes, H2O2 injury protection, ATPLite, 2 h; AID 588492; protection from H2O2 cell death, % at 20 µM;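 active = compounds giving at least 50% protection of heart cells from peroxide-induced death in the single-dose screen, raw or plate-pattern-corrected value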;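 note: 0% = DMSO wells with peroxide and 100% = DMSO wells without peroxide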
* = called active by the depositor; x = not tested or not shown.

SMILES | CaV13 FRET inh | PDI turbidity | Glyco luc inh | MC4R antagonist | MC4R barr agon | aDG glyco act | Vif imaging | ABCB6 inh MLPCN | m5-HT2A agonist | H9c2 protect
O=C(NCCNc1ccc([N+](=O)[O-])cc1C(F)(F)F)c1cccc(F)c1 | -5 | -9 | 2 | -6 | 1.3 | 1.2 | -3 | 93 | -5 | -11
COCCNC(=O)C(c1cccs1)N(C(=O)Cn1nnc2ccccc21)c1ccccc1 (configuration not stated) | -4 | 0 | 1 | 3 | 0.2 | 0.4 | x | 96 | -1 | 3
C/C=C(/C)C(=O)OC1c2c(ccc3ccc(=O)oc23)OC(C)(C)C1OC(C)=O (configuration not stated) | -4 | 0 | -4 | 1 | -1.6 | -0.3 | 3 | 89 | -4 | -17
COc1ccc(OC)c(C(=O)N2CCCC(Nc3ccc(F)cc3)C2)c1 (configuration not stated) | -6 | -8 | 2 | 4 | -2.9 | -0.2 | -7 | 98 | -2 | -2
Cc1ccc(S(=O)(=O)N2CCC(C(=O)C3C(=O)CC(C)(C)CC3=O)CC2)cc1 | x | -9 | -1 | -4 | -1.5 | 0.2 | -1 | 99 | -1 | 7
O=c1cc(O)c2sc(Nc3ccc(F)c(Cl)c3)nc2[nH]1 | -9 | 7 | -2 | 17 | 3.3 | 0.6 | 1 | 104 | 2 | 7
CC1(C)C(=O)OC(/C=C/c2cccc([N+](=O)[O-])c2)C(C)(C)C1=O (configuration not stated) | -1 | 3 | -1 | 3 | -1.5 | 0.0 | 18 | 91 | 0 | -5
COc1ccc2[nH]cc(CCNC(=O)CCC3CCCCC3)c2c1 | -5 | -8 | -1 | -2 | -1.2 | 0.1 | 1 | 95 | 10 | 4
c1ccc(COc2cccc(CN3CCc4ccccc4C3)c2)cc1 | 12 | -2 | 3 | 19 | 0.5 | -0.1 | -2 | 101 | -5 | 8
CNC(=S)NNC(=O)c1sc2cc(C(F)(F)F)cnc2c1-c1cccnc1 | -10 | 2 | 3 | -8 | -1.4 | -0.2 | 0 | 95 | 4 | 4
CCCNC(=O)/C=C/C(=O)O | -7 | 1 | 1 | 1 | -4.7 | 0.3 | -1 | 106 | -2 | -6
CCOc1ccccc1C(=O)NCC(=O)OCCCOC(=O)CNC(=O)c1ccccc1OCC | -6 | 2 | 1 | 3 | -0.4 | 0.2 | -3 | 87 | 0 | 7
COc1c(C)cc(S(=O)(=O)NCCN2CCOCC2)c(C)c1C | -2 | 5 | 2 | 1 | -1.2 | -0.1 | -1 | 93 | -1 | 0
COCCCNC(=O)c1cn(CCOC)c(=O)c2c1c1ccccc1n2C | -18 | -4 | 1 | 2 | -0.4 | 0.1 | -10 | 98 | 8 | 7
Cc1c(N2C(=O)C3C4C=CC(C5CC45)C3C2=O)c(=O)n(-c2ccccc2)n1C (configuration not stated) | -5 | -6 | 0 | 15 | -1.8 | -0.1 | 4 | 100 | 5 | -4
Cc1ccc(C(=O)O)cc1NCc1cccnc1 | -5 | -2 | 2 | 1 | -1.8 | -0.2 | 0 | 88 | 11 | 2
CC(=O)Nc1ccc(NC(=O)CCc2ccc(C)o2)cc1 | -15 | -1 | 1 | 4 | -1.8 | -0.3 | 6 | 99 | 3 | -4
O=C1CSC(c2cccc([N+](=O)[O-])c2)N1CCc1ccccc1 (configuration not stated) | -4 | 13 | -4 | 2 | -2.3 | 0.0 | -2 | 99 | 1 | -4
COc1ccc(Cl)cc1NC(=O)CN(C)C(=O)c1sccc1-c1ccccc1 | -14 | -1 | 3 | -3 | 2.4 | 0.4 | -13 | 98 | -5 | 1
Cc1ccc(C(=O)NCc2ccc3c(c2)OCO3)cc1 | -5 | -2 | 0 | 3 | -2.9 | 0.1 | -4 | 99 | 0 | 5
O=S(=O)(Cc1ccc(Cl)cc1)NCc1ccc2c(c1)OCO2 | -3 | -3 | 3 | 0 | -1.1 | -0.1 | 6 | 99 | 0 | -4
COCCNc1nc(NCc2cccc(OC)c2)c2sccc2n1 | -7 | 0 | -1 | 4 | -2.1 | 3.0 | -7 | 89 | 0 | -3
CCOC(=O)C1=C(COC(=O)c2cccc(Cl)c2)NC(=O)NC1C (configuration not stated) | -7 | -9 | 0 | -2 | -0.2 | -0.2 | -1 | 98 | -6 | 7
O=c1cc(CSc2nc(NCc3ccc(Cl)cc3)c3ccccc3n2)nc2ccc(Cl)cn12 | -15 | -7 | 7 | 6 | -3.3 | -0.1 | -4 | 96 | 11 | 4
O=C(Cc1c(F)cccc1Cl)Nc1cccnc1 | -9 | 2 | -1 | -8 | 0.3 | 0.0 | 7 | 94 | 1 | 3

Four entries drawn at random from the list so far:
SMILES | CaV13 FRET inh | PDI turbidity | Glyco luc inh | MC4R antagonist | MC4R barr agon | aDG glyco act | Vif imaging | ABCB6 inh MLPCN | m5-HT2A agonist | H9c2 protect
CC1(C)C(=O)OC(/C=C/c2cccc([N+](=O)[O-])c2)C(C)(C)C1=O (configuration not stated) | -1 | 3 | -1 | 3 | -1.5 | 0.0 | 18 | 91 | 0 | -5
O=C(Cc1c(F)cccc1Cl)Nc1cccnc1 | -9 | 2 | -1 | -8 | 0.3 | 0.0 | 7 | 94 | 1 | 3
C/C=C(/C)C(=O)OC1c2c(ccc3ccc(=O)oc23)OC(C)(C)C1OC(C)=O (configuration not stated) | -4 | 0 | -4 | 1 | -1.6 | -0.3 | 3 | 89 | -4 | -17
COc1ccc(Cl)cc1NC(=O)CN(C)C(=O)c1sccc1-c1ccccc1 | -14 | -1 | 3 | -3 | 2.4 | 0.4 | -13 | 98 | -5 | 1

The main list resumes, starting two compounds before the break.
SMILES | CaV13 FRET inh | PDI turbidity | Glyco luc inh | MC4R antagonist | MC4R barr agon | aDG glyco act | Vif imaging | ABCB6 inh MLPCN | m5-HT2A agonist | H9c2 protect
O=c1cc(CSc2nc(NCc3ccc(Cl)cc3)c3ccccc3n2)nc2ccc(Cl)cn12 | -15 | -7 | 7 | 6 | -3.3 | -0.1 | -4 | 96 | 11 | 4
O=C(Cc1c(F)cccc1Cl)Nc1cccnc1 | -9 | 2 | -1 | -8 | 0.3 | 0.0 | 7 | 94 | 1 | 3
CCSc1nnc(NC(=O)CCNC(=O)c2ccccc2Cl)s1 | -6 | -6 | 3 | -2 | -4.6 | -0.1 | -9 | 89 | -3 | 1
Cc1ccn(C)c(=N)c1 | -17 | 3 | 1 | 9 | -2.7 | 0.1 | -2 | 93 | 2 | -7
CCc1noc(C)c1C(=O)Nc1ccc(F)c(F)c1 | -5 | 5 | -1 | 7 | -0.5 | -0.2 | -4 | 102 | 4 | -1
COc1ccc(Nc2cc(=O)n(-c3ccccc3)c3c2c(=O)n(C)c(=O)n3C)cc1 | -21 | 5 | 3 | 24 | 1.8 | 0.0 | 9 | 99 | 1 | 1
COc1ccc(N2CCN(C(=O)c3ccc4c(=O)n(CCc5ccc(OC)c(OC)c5)c(=O)[nH]c4c3)CC2)cc1 | -17 | -1 | -2 | 15 | -2.4 | 3.2 | -16 | 91 | 0 | -12
O=C(c1ccc(Cl)cc1Cl)C1(n2cncn2)Oc2ccccc2C1O (configuration not stated) | -5 | 8 | -1 | 1 | -0.8 | 0.3 | 0 | 98 | -1 | 0
CN(CC(=O)Nc1ccc(F)cc1)C(=O)C1CCCC1 | -2 | 9 | 1 | 4 | -0.6 | -0.2 | 8 | 98 | -6 | 14
COc1ccccc1OC(=O)Nc1ccc(Cl)cc1 | -15 | -6 | 1 | 3 | 0.1 | 0.0 | -10 | 96 | -4 | -4
COc1cc(OC)cc(C(=O)NC(C(=O)O)C23CC4CC(CC(C4)C2)C3)c1 (configuration not stated) | 5 | 6 | 1 | 18 | 0.2 | -0.1 | -3 | 100 | 1 | 4
O=C(O)c1ccc(NS(=O)(=O)c2ccc3c(c2)OCCO3)cc1 | 7 | x | 2 | 5 | -0.4 | 0.0 | -1 | 103 | 4 | 5
Cc1ccccc1S(=O)(=O)Oc1ccccc1C(=O)Oc1ccccc1 | x | 7 | 1 | 2 | -1.6 | 1.7 | 11 | 124 | -1 | -9
O=C(Cn1cnc2c(nnn2Cc2ccccc2F)c1=O)NCC1CCCO1 (configuration not stated) | -7 | -1 | -2 | 11 | -1.1 | -0.2 | -4 | 100 | 0 | 1
CCOC(=O)N1CCC(NC(=O)CC(NS(=O)(=O)c2ccc(Cl)cc2)c2ccco2)CC1 (configuration not stated) | x | 3 | -1 | 8 | 2.5 | 0.1 | -6 | 94 | -3 | -2
COc1ccc(NC(=S)NC2CCN(Cc3ccccc3)CC2)cc1OC | -5 | -1 | 1 | -7 | -2.7 | 0.0 | -8 | 95 | 1 | 11
CC1(C)CC(C(CCN(Cc2ccccc2)C(=O)c2ccco2)c2ccc(F)cc2)CCO1 (configuration not stated) | -5 | 4 | 0 | 9 | -1.3 | -0.1 | 0 | 101 | -2 | 23
Cc1noc(C)c1C(=O)N1CCN(Cc2ccc3c(c2)OCO3)CC1 | -8 | -17 | 0 | -8 | 0.4 | -0.1 | 1 | 85 | -1 | 0
CCS(=O)(=O)c1nc(S(=O)(=O)c2ccc(Cl)cc2)c(N2CCc3ccccc3C2)s1 | -20 | -3 | 3 | 6 | -2.3 | -0.3 | -4 | 96 | -4 | -2
CCC(c1ccccc1)c1nc(-c2ccccn2)no1 (configuration not stated) | -4 | 2 | -3 | 1 | -3.2 | 0.0 | 4 | 109 | 0 | 5
O=C(NCCCn1ccnc1)/C(=C/c1ccco1)NC(=O)c1ccccc1 | x | 3 | 3 | -3 | -3.3 | 0.2 | x | 97 | -1 | -6
CN1CCN(CC(O)COc2ccc(Cl)cc2)CC1 (configuration not stated) | -5 | 27 | -2 | -5 | -0.1 | -0.1 | 1 | 96 | -8 | -4
O=C(C1CC1)N1c2ccccc2Sc2ccccc21 | 0 | -36 | 15 | 3 | -2.4 | 0.1 | 7 | 103 | -6 | -4
C=C1CCN(C(C(=O)OC)C(C)C)S(=O)(=O)c2ccccc21 (configuration not stated) | -10 | 8 | 1 | 11 | -0.4 | 0.4 | -1 | 95 | 3 | 9
Brc1ccc(Sc2cnc3ccccc3n2)cc1 | -5 | 15 | -1 | 2 | 0.2 | 0.0 | -3 | 96 | 0 | -13
Cc1ccccc1OCc1nc2ccccc2c(=O)n1/N=C/c1cn[nH]c1-c1ccccc1 | -4 | -5 | -6 | 19 | 4.9 | -0.8 | -14 | 94 | 10 | 11
CC(=O)N1CCN(c2nc3ccc(Br)cc3s2)CC1 | -8 | -14 | 5 | -2 | 1.1 | 0.0 | 11 | 102 | 0 | -14
Cc1cccc(-c2nc(C#N)c(NCC3CCCO3)o2)c1 (configuration not stated) | -21 | -3 | 0 | -3 | -2.0 | -0.1 | -10 | 103 | -1 | 1
Cc1ccc(OCC(=O)Nc2ccc(S(=O)(=O)N3CCN(C)CC3)cc2)cc1 | -2 | 4 | 0 | 3 | -0.8 | -0.1 | 3 | 96 | -6 | -15
CCOC(=O)c1ccc(S(=O)(=O)N2CCC(C(=O)O)CC2)cc1 | -6 | -4 | -2 | -7 | 2.0 | -0.2 | 11 | 104 | 3 | 8
